PLK1 PBD block: blocks phosphopeptide binding to human PLK1 polo-box domain | Plk1 PBD binding of FITC phosphopeptide, fluorescence polarization | Potency, µM, without a hit: max response, negative = inhibition, most hits filed as inhibitors | actives 2.8% (n = 360,000); also: potency is read from the fitted curve at half-maximal effect; series mostly up to about 57 µM; % is scaled to controls: 0 for no effect and ±100 for the full control effect; nearly all actives have a fitted effect of over 65% in size
EPAC2 agonist: activates human EPAC2 exchange factor. Q8WZA2. EPAC2 activation, biochemical qHTS; response scale: 100% = 6.5 mM cAMP response. Potency, µM (top dose mostly 154 µM), inactives show at the highest dose activation, hits mostly activators. actives 0.079% (n = 360,000); also: potency is read from the fitted curve at half-maximal effect; nearly all actives have a fitted effect of over 50% in size
Target sequence (Q8WZA2 whole entry, looked up): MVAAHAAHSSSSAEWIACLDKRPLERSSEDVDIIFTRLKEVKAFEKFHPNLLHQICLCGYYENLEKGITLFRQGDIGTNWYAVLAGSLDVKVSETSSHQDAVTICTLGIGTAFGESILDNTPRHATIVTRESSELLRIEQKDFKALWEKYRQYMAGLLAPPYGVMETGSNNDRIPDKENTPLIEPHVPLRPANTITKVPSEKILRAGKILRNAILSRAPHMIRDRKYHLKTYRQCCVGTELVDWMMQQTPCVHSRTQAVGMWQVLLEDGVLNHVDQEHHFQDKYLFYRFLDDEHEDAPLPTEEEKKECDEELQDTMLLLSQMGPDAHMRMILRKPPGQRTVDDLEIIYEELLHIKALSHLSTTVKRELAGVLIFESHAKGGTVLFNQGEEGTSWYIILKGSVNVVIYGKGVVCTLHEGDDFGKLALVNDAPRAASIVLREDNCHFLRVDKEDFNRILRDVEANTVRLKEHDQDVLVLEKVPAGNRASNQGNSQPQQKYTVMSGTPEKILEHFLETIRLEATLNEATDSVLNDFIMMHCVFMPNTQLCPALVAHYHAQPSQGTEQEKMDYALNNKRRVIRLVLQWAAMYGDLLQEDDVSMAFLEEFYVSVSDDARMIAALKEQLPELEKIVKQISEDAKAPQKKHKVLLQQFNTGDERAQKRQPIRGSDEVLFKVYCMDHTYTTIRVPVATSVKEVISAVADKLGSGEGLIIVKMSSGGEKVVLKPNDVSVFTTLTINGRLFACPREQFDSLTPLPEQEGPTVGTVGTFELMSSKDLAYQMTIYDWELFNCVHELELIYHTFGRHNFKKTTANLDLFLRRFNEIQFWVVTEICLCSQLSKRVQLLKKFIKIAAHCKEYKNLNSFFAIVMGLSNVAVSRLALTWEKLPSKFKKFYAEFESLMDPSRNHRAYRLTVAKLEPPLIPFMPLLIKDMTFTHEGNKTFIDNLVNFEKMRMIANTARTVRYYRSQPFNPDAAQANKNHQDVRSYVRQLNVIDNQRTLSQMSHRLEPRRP
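In this primary screen, activation is scored as increased exchange of BODIPY-GDP from Rap1B by 100 nM EPAC2, with 50 uM GDP as competitor. Signal is normalized to the 6.5 mM cAMP agonist control.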
WRN helicase inh: blocks human WRN helicase | Q14191 | Potency, µM (highest dose often 114 µM), for inactives: top-dose activity change, negative = inhibition, actives largely listed as inhibitors | actives 0.46% (n = 360,000) | AID 651768 | WRN helicase unwinding, fluorescent forked duplex, kinetic; also: potency is read from the fitted curve at half-maximal effect; % is scaled to controls: 0 for no effect and ±100 for the full control effect; nearly all actives have a fitted effect of over 55% in size
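Kinetic fluorescence helicase assay: unwinding of a quenched forked DNA duplex (100 nM final) with 2 mM ATP final raises red fluorescence (525/598 nm). Compounds sat 15 min at room temperature with 20 nM WRN beforehand.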
IL-2 act: activates IL-2 in a cell-based reporter assay | IL-2 activation reporter assay, cell-based qHTS; stimulated with anti-CD3/CD4/CD28 beads; in transgenic mouse T cells | AID 652025 | activation, % (series mostly up to about 46 µM) | actives 0.065% (n = 360,000); in the data active = activation above about 50%; inconclusive = mostly about 30% to 49%; also: 0% is about no effect
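Using fluorescent plate cytometry, EGFP and DsRed are detected in transgenic mouse T cells stimulated 18 h at 37 degrees C with antibody-coated beads after 60 min compound pretreatment.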
PI5P4Ka inh: inhibitors of human PI5P4K alpha. actives 1.2% (n = 330,000). AID 652105. PI5P4Kalpha enzyme, ADP-Glo luminescence, 60 min; hits give low values. max response, %; active = max response of -50% or lower; inconclusive = between -30% and -50%; inactive = -30% or higher; also: value at the top dose of about 77 µM; % is scaled to controls: 0 for no effect and ±100 for the full control effect
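Quantitative HTS of the MLSMR library against PI5P4Kalpha with substrate. ATP added last at 5 microM final; room temperature, 60 minutes. Remaining ATP depleted, ADP converted and read as luminescence.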
CCT modulator: cytosolic chaperonin activity modulation | AID 651819 | activity change, % (test concentration not listed), hits read low | actives 0.3% (n = 360,000) | purified chaperonin ATPase assay, HTRF ADP detection, 30 min; in the data active = activity change below about -30%; also: % is scaled to controls: 0 for no effect and ±100 for the full control effect
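First, chaperonin was dispensed at 40 nM or 20 nM final depending on batch activity. Next, compounds were pinned at 76 uM and ATP added at 10 uM. After 30 min at 37 °C, ADP detection reagents ran 30 min at ambient temperature.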
EPAC1 agonist: agonists of human EPAC1; Potency, µM (titrated, usually from 154 µM), inactives show at the highest dose activation, actives largely listed as activators; O95398; EPAC1 agonist qHTS, biochemical assay; response scale: 100% = response to 6.5 mM cAMP; actives 0.073% (n = 360,000); also: potency is read from the fitted curve at half-maximal effect; nearly all actives have a fitted effect of over 60% in size
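Nucleotide exchange assay: 100 nM EPAC1 with 250 nM Rap1B loaded with BODIPY-GDP and 50 uM GDP, room temperature. Fluorescence (480/540 nm) read every 5 min for 30 min; signal change normalized to 6.5 mM cAMP as full agonist.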
EPAC1 antag: antagonists of human EPAC1; Potency, µM (doses to about 115 µM), for the others: at the highest dose activity change, negative = inhibition, actives largely listed as inhibitors; actives 0.14% (n = 360,000); O95398; EPAC1 GEF assay, Rap1b-BODIPY-GDP exchange fluorescence;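 also: potency is read from the fitted curve at half-maximal effect; plate controls were vehicle for no effect and positive control for full effect; nearly all actives have a fitted effect of over 50% in size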
Active calls of the source: *; ? = inconclusive; nt = no result given; [ ] = remark or other dose. Unless noted, calls follow the shape of the dose curve; as a rule, active = well fitted curve in the direction sought with a large enough effect; inconclusive = small, poorly fitted or top-dose-only effect, or another doubt; inactive = no such curve, though single readings can be large; an effect the other way counts as inactive or inconclusive. A portion of the library. The share of hits here may be higher or lower than overall.

compound | PLK1 PBD block | EPAC2 agonist | WRN helicase inh | IL-2 act | PI5P4Ka inh | CCT modulator | EPAC1 agonist | EPAC1 antag
COc1ccc(CC(C)CC(=O)Nc2ccc(OC)cc2)cc1 (stereo not given) | -6% | 14% | -3% | -3.9 | 5 | -0.3 | 5% | -14%
Nc1cc2c(cc1Br)-c1ccc(F)cc1C2O (stereo not given) | -3% | 2% | 8% | -0.4 | 7 | 0.9 | 2% | 1%
Cc1ccc(S(=O)(=O)N(C)C)cc1NC(=O)c1c(-c2c(F)cccc2Cl)noc1C | -2% | 8% | 14% | 2.5 | -7 | -1.9 | -7% | 1%
COc1ccc(C(=O)NCC(=O)OCC(=O)NCc2ccc3c(c2)OCO3)cc1 | -3% | 4% | 2% | 0.1 | -12 | 0.8 | -3% | -8%
CN(NC(=O)c1ccccc1Cl)c1ncc(C(F)(F)F)cc1Cl | 4% | -1% | 11% | -1.9 | 0 | 2.1 | 3% | 19%
O=C(Nc1ccc(Cl)c(Cl)c1)Nc1ccc(Br)cc1F | -3% | 9% | -28% | 0.2 | 25 | -2.3 | 3% | -1%
O=C(CSc1nnnn1C1CCCC1)Nc1ccc2c(c1)OCO2 | -6% | -5% | 0% | -1.0 | nt | 0.2 | 3% | 11%
COc1ccc(NC(=O)CN(c2ccccc2C)S(C)(=O)=O)c(OC)c1 | -11% | 7% | 1% | -0.9 | -1 | 0.9 | -2% | 13%
CC1(C)CC(=O)C(N=Nc2c(Cl)cc(Cl)cc2Cl)=C(O)C1 | -10% | -9% | -27% | 0.5 | -3 | -4.0 | -3% | 1%
CCOC(=O)c1cc(-c2ccccc2)n(CC2CC(c3ccc(OC)cc3)=NO2)n1 (stereo not given) | -12% | 8% | -5% | -4.7 | 0 | -4.4 | 6% | -1%
CSc1ncc(CN2CCc3c([nH]c4ccccc34)C2C(C)(C)C)cn1 (stereo not given) | -12% | 15% | -31% | 1.8 | 0 | -4.0 | 18% | -4%
CCCN1C(=O)/C(=C\c2ccncc2)SC1=Nc1ccccc1 | 2% | -2% | -13% | -3.9 | 3 | -0.3 | 17% | -11%
S=c1[nH]nc(-c2ccco2)n1/N=C/c1ccc(Cl)cc1Cl | ? | 6% | -23% | -1.3 | nt | 0.4 | 7% | 10%
Cc1c(Cl)cccc1NC(=O)C1=COCCO1 | -5% | 12% | -5% | -4.1 | -7 | -2.3 | -2% | 0%
O=C(Cn1cnc2ccccc2c1=O)Nc1ccc2c(c1)OCO2 | -6% | 2% | 13% | -0.2 | 0 | 0.1 | 0% | 0%
Cc1c(-c2nnc(SCC(=O)O)n2-c2ccccc2Br)nnn1-c1ccccc1 | -6% | -6% | -7% | -2.4 | 0 | -0.6 | 16% | -4%
CC1CCCN(C(=O)C2CCC(CNc3c(N4CCCCC4)c(=O)c3=O)CC2)C1 (stereo not given) | -10% | 5% | 7% | 1.1 | 3 | -0.1 | 7% | -22%
CC(=O)N1CCN(Cc2nc(-c3cccc(Cl)c3)no2)CC1 | -10% | 5% | 6%[57.1 µM] | -1.8 | -2 | -1.6 | 0% | -29%
CCn1c(C)cc(C(=O)COC(=O)c2cccnc2SC)c1C | 3% | 8% | -12% | -3.1 | 0 | -1.2 | -9% | -1%
COc1cccc(NC(=O)C2(C)CCN2Cc2ccccc2Cl)c1 (stereo not given) | 4% | 9% | 3% | -1.1 | -6 | 1.8 | -15% | -6%
Cc1oc(-c2ccc(F)cc2)nc1CN(Cc1ccccn1)CC1CCCO1 (stereo not given) | 30µM* | 22% | 5% | 0.2 | -21 | -0.5 | 4% | -6%
CCOC(=O)c1c(NC(=O)OC)sc(C(=O)N(CC)CC)c1C | 24µM* | 8% | 11% | -1.2 | 5 | -0.5 | -10% | 0%
CN(C)C(=O)c1ccc(NC(=O)COC(=O)C2=COCCO2)cc1 | -7% | -9% | 1% | -0.6 | ? | -2.5 | 10% | -1%
CCCCN(C(=O)c1ccc(OC)c([N+](=O)[O-])c1)c1c(N)n(CCC)c(=O)[nH]c1=O | -16% | 8% | 16% | -0.4 | 3 | 1.7 | -3% | 29%
Cc1ccc(-c2cccc(C3CC=CC4C3C(=O)N(Cc3ccccc3)C4c3ccc4ccccc4c3)c2)cc1 (stereo not given) | -24% | 8% | 3% | 0.1 | 0 | -4.6 | -8% | -19%
CCOC(=O)C1(CCCc2ccccc2)CCN(C(=O)CCC2=NNC(=O)CC2)CC1 | -1% | -1% | -3% | -0.3 | -2 | 0.2 | 4% | 6%
O=C(/C=C/c1cn(-c2ccccc2)nc1-c1ccccc1)Nc1ccc(C(=O)O)cc1 | ? | 13% | -31% | -5.4 | -8 | -3.6 | 9% | -4%
CC1CC(C)CN(C(=O)C(Cc2ccccc2)n2cccc2)C1 (stereo not given) | -5% | -4% | -4% | -2.4 | 0 | 1.9 | -1% | -5%
COc1ccc(/C(C)=N/NC(=O)CNC(=O)CCc2ccccc2)c(OC)c1 | 2% | 3% | -3% | 1.4 | -1 | -1.1 | -3% | 29%
CCCN1C(=O)c2cc(C(=O)Nc3ccc(OC)cc3OC)ccc2C1Nc1ccc(OC)cc1OC (stereo not given) | -8% | 4% | -10% | -3.7 | -5 | -9.4 | -6% | -29%
Cc1cc(C)n2nc(C(=O)Nc3ccc4c(c3)OCCO4)nc2n1 | -8% | 8% | 4% | 0.4 | 4 | -1.1 | 2% | 8%
Cc1ccccc1NC(=S)NNC(=O)c1ccoc1C | -5% | -2% | 11% | -4.0 | nt | -1.3 | 3% | -2%

Brought forward from above: 3 entries; new compounds follow.
compound | PLK1 PBD block | EPAC2 agonist | WRN helicase inh | IL-2 act | PI5P4Ka inh | CCT modulator | EPAC1 agonist | EPAC1 antag
CCCN1C(=O)c2cc(C(=O)Nc3ccc(OC)cc3OC)ccc2C1Nc1ccc(OC)cc1OC (stereo not given) | -8% | 4% | -10% | -3.7 | -5 | -9.4 | -6% | -29%
Cc1cc(C)n2nc(C(=O)Nc3ccc4c(c3)OCCO4)nc2n1 | -8% | 8% | 4% | 0.4 | 4 | -1.1 | 2% | 8%
Cc1ccccc1NC(=S)NNC(=O)c1ccoc1C | -5% | -2% | 11% | -4.0 | nt | -1.3 | 3% | -2%
CC(C)c1ccc(CN2CC(C(=O)Nc3ccccc3)CC2=O)cc1 (stereo not given) | -7% | 8% | -1% | -2.9 | 8 | -1.9 | -9% | -5%
Cc1cc(=O)[nH]c(N/N=C/c2ccc(Cl)c([N+](=O)[O-])c2)n1 | -5% | 2% | -6% | -2.9 | 2 | -2.2 | 0% | 6%
OCCNCCSc1nc(C2CCCCC2)n(-c2ccccc2Cl)n1 | -12% | 7% | -3% | -0.5 | -3 | -1.1 | 3% | -13%
COc1cccc(C(=O)NNC(=O)C(=O)Nc2ccc(C)cc2)c1 | -6% | 4% | 4% | -2.7 | -3 | 0.3 | 11% | 3%
CN=C1SC(CC(=O)Nc2ccc(F)cc2F)C(=O)N1/N=C/c1ccc(OC(F)F)c(OC)c1 (stereo not given) | ? | -4% | -4% | -2.0 | -21 | -0.2 | -2% | -3%
COc1ccc(C(=O)NCc2c(C)nn(Cc3ccccc3)c2C)cc1S(=O)(=O)N1CCOCC1 | -16% | 4% | 6% | 0.0 | 2 | 1.5 | -1% | ?
CCc1ccc(OCCn2cccn2)cc1 | -10% | -1% | -26%[57.1 µM] | 4.0 | -10 | -1.8 | 4% | -17%
Cc1c(CN2CCc3c([nH]c4ccccc34)C2C2CCCCC2)cnn1C (stereo not given) | -14% | 2% | -10% | -3.8 | 1 | -0.7 | -2% | -10%

Other results follow.
Fields – PLK1 PBD block	EPAC2 agonist	WRN helicase inh	IL-2 act	PI5P4Ka inh	CCT modulator	EPAC1 agonist	EPAC1 antag
CCCCNC(=O)CN(c1ccc(Cl)c(Cl)c1)S(C)(=O)=O
→ 2%	-9%	5%	-2.1	-4	-1.4	-3%	4%
CC(C)c1ccc(NC(=O)Cn2nnc(C(=O)NCc3ccc4c(c3)OCO4)c2N)cc1
→ 6%	0%	1%	-2.3	-2	-1.1	-6%	-1%
COc1cccc(-c2cnc(C(O)c3cc(Cl)cc(Cl)c3)[nH]2)c1 (stereo not given)
→ -10%	22%	-2%	-0.4	1	-1.3	-6%	-21%
CN1/C(=C/C2CC(=O)N(c3cccc4ccccc34)C2=O)C(C)(C)c2ccccc21 (stereo not given)
→ 2%	13%	-6%	-2.2	nt	1.1	6%	5%
CCOC(=O)c1ccc(NC(=O)CC2Sc3ncnn3C2=O)cc1 (stereo not given)
→ ?	0%	-9%	-1.6	-30	2.7	-13%	3%
CCS(=O)(=O)N1CCN(c2ccc([N+](=O)[O-])c(NC(C)c3ccccc3)c2)CC1 (stereo not given)
→ -5%	9%	-29%	-0.1	6	1.5	2%	-11%
O=[N+]([O-])c1cc(/C=N/O)ccc1N1CCCC1
→ 2%	-2%	5%	-1.4	6	-0.7	-7%	5%
CCN1C(Nc2ccccc2)=NC[C@@H]1Cc1ccccc1
→ -10%	7%	-1%	0.4	-1	0.9	-7%	2%
Cc1ccc2c(c1)nnn2C1CCN(S(C)(=O)=O)CC1
→ -8%	5%	-6%	-1.5	1	-2.4	7%	2%
O=S(=O)(NC1CCCC1)c1ccc(S(=O)(=O)N(Cc2cccs2)CC2CCCO2)cc1 (stereo not given)
→ -14%	23%	-11%	-2.4	nt	0.9	21%	-4%
Cc1noc(C)c1C(=O)Nc1ccccc1N1CCOCC1
→ -1%	4%	2%	0.0	3	-30*	-10%	-7%
CCn1cc(C(=O)N2CCN(c3ccccc3)CC2)c(=O)c2cc(S(=O)(=O)N3CCOCC3)ccc21
→ -9%	5%	4%	-2.0	9	-0.7	7%	-1%
COc1ccc(-c2sc3ccccc3c2-c2ccc(O)cc2)cc1
→ -2%	6%	-10%	0.0	4	-0.3	15%	-16%
Cc1ccc(-c2cn3nc(-c4ccccc4)c(-c4ccccc4)nc3n2)cc1
→ ?	100µM*	-8%	0.6	-2	-0.7	16%	7%
